PMI inhibitors = inhibitors of human PMI, primary screen, biochemical, fluorescence intensity, coupled assay (AID 1209). purified PMI enzyme, coupled fluorescence intensity; higher % means a stronger effect. inhibition, % at 20 µM; hits with a dose series show IC50 in µM. actives 0.42% (n = 190,000);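 note: plate controls were DMSO vehicle for no effect and wells lacking substrate for full effect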
KOR beta-arrestin-1 = kappa opioid receptor blockers – cell-based, luminescence, uHTS (AID 1778) | actives 0.091% (n = 290,000) | inhibition, % at 10 µM; hits with a dose series show IC50 in µM | KOR beta-arrestin recruitment, luminescence, antagonist mode; higher % means a stronger effect; note: strong numbers were not always called active
TNAP activation fold = human TNAP enzyme activators, primary screen, biochemical, luminescent, no phosphate acceptor, uHTS (AID 1001); actives 0.03% (n = 200,000); activation fold at 20 µM, or EC50 in µM where a hit was titrated; purified TNAP, luminescent activation assay, no phosphate acceptor; higher activation fold means a stronger effect; in the data active = activation fold from about 3, or a potency from the dose series; inactive = the rest, 99 in 100 with activation fold below about 1.6; note: many of its hits are not listed in these tables
XIAP antagonists = small molecules displacing peptide from XIAP – biochemical, IAP family, fluorescence polarization (AID 1018). actives 0.007% (n = 200,000). XIAP BIR domain, fluorescence polarization peptide displacement; higher % means a stronger effect. displacement, % at 20 µM, or IC50 in µM where a hit was titrated; in the data active = displacement above about 50%; note: a part of the inactive calls stands beside numbers as strong as those of hits
NOD1 NF-kB reporter = NOD1 signaling inhibitors, primary screen, cell-based, luminescence, uHTS (AID 1578); NOD1-driven NF-kB luciferase reporter cells, luminescence; higher % means a stronger effect; one-dose inhibition, % at 4 µM; EC50 in µM for titrated hits; actives 1% (n = 290,000); in the data active = inhibition mostly above about 36%, no sharp cut-off; inactive = mostly below about 34%;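 note: HEK-293T reporter cells stimulated with the NOD1 agonist gamma-tri-DAP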
KOR beta-arrestin-2 = KOR agonists, beta-arrestin recruitment, primary screen, cell-based, luminescence, uHTS (AID 1777). one-dose activation, % at 10 µM; EC50 in µM for titrated hits. actives 0.02% (n = 280,000). KOR beta-arrestin recruitment, luminescence; higher % means a stronger effect; in the data active = activation above about 50%, passing the limit was not always enough; note: a part of the inactive calls stands beside numbers as strong as those of hits
LYP phosphatase = PTPN22 lymphoid phosphatase activity blockers – biochemical, fluorescence intensity, uHTS (AID 1779) | recombinant LYP phosphatase, fluorescence intensity; higher % means a stronger effect | actives 0.054% (n = 290,000) | inhibition, % at 11.5 µM; hits with a dose series show IC50 in µM;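 note: plate controls were vehicle with enzyme for no effect and no enzyme for full effect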
HEK293 NOD2/NF-kB = inhibition of NOD2-driven NF-kB reporter – cell-based, luminescence, uHTS, HEK293 (AID 1566); HEK293 NOD2/NF-kB luciferase reporter, luminescence; higher % means a stronger effect; inhibition, % at 4 µM, or EC50 in µM where a hit was titrated; actives 0.63% (n = 290,000); note: many of its hits are not listed in these tables
human PMI inhibitors = MPI inhibition at elevated mannose 6-phosphate – biochemical, fluorescence intensity, high mannose 6-phosphate, primary screen (AID 1220). inhibition, % at 20 µM; hits with a dose series show IC50 in µM. recombinant PMI enzyme, coupled fluorescence intensity; higher % means a stronger effect. actives 0.66% (n = 190,000)
The depositor's hits bear a star; x = no result given; [ ] = remark or other dose. Cut-off read from the data, not from the text of the source, unless noted: active = inhibition above about 50%; inactive = the rest. Only part of the results is shown, so the mix of outcomes need not match the whole.

SMILES	PMI inhibitors	KOR beta-arrestin-1	TNAP activation fold	XIAP antagonists	NOD1 NF-kB reporter	KOR beta-arrestin-2	LYP phosphatase	HEK293 NOD2/NF-kB	human PMI inhibitors
COc1ccc(-n2nc3c(c2NC(=O)c2ccco2)CS(=O)(=O)C3)cc1	x	6%	x	x	-12%	4.0%	-11%	-10%	x
O=S(=O)(c1cccc(COc2ccc(Cl)cc2Cl)c1)N1CCOCC1	x	-41%	x	x	-15%	6.6%	-2%	17%	x
CC(C)CCN1CCN(Cc2nc(-c3ccccc3)cs2)CC1CCO (stereo not given)	3%	10%[20 µM]	1.1	-2.2%	-28%	x	-9%	-15%	23%
Cc1nccc2[nH]c(=O)c(C(=O)NCCCN(C)C3CCCCC3)cc12	11%	16%	1.1	2.0%	-6%	1.7%	-4%	3%	10%
Cc1ccc(C(CCN)c2ccco2)cc1 (stereo not given)	10%	-17%	1.1	0.6%	-24%	-1.9%	-7%	11%	10%
O=C(CCCc1c[nH]c2ccccc12)N[C@@H](Cc1c[nH]c2ccccc12)C(=O)O	x	17%	x	x	6%	3.3%	-4%	-8%	x
COc1cccc2cc(C(=O)c3ccccc3)oc12	6%	-5%	1	-9.9%	-3%	2.4%	6%	-51%	3%
CC(C)CCn1c(SCC#N)nc2c(sc3ccccc32)c1=O	-7%	-46%	1.1	0.0%	-36%	10%	-5%	10%	-7%
CCCc1cc(=O)[nH]c(N2CCN(Cc3ccc4c(c3)OCO4)CC2)n1	x	1%	x	x	-9%	-2.9%	0%	0%	x
COC(=O)C(NNc1ccccc1)(NC(=O)c1cccc(F)c1)C(F)(F)F (stereo not given)	-66%	-28%	1	-6.4%	11%	7.1%	-3%	-13%	-119%
C=CCNC(=S)/N=c1/scc(C)n1C	4%	4%	1	-5.9%	-25%	-0.6%	-4%	-7%	2%
O=C(O)C(Cc1c[nH]c2ccccc12)NS(=O)(=O)c1ccc2ccccc2c1 (stereo not given)	1%	-9%	1.1	-10%	-53%	11%	-5%	2%	6%
O=C(O)c1ccc(N/N=C/c2ccc(-c3ccccc3)cc2)cc1	-59%	-25%	1.1	-0.9%	-27%	-0.8%	6%	-108%	-140%
O=C(O)C(Cc1c[nH]c2ccccc12)NS(=O)(=O)c1cccc2nsnc12 (stereo not given)	-8%	-37%	1	-4.4%	-16%	-4.4%	-3%	-17%	6%
Fc1ccc(N/N=C2/CCSc3sccc32)c(F)c1	x	2%	x	x	-15%	1.5%	0%	1%	x
Cc1ccc(Sc2cnc(N)nc2C)cc1	4%	-34%	1.1	-4.6%	12%	-2.6%	-6%	23%	3%
CCCc1cc(C(=O)Cc2ccccn2)c(O)cc1O	x	-8%	x	x	-12%	-0.8%	-1%	12%	x
O=C(NC1CCCCC1)C1CCN(S(=O)(=O)c2cccc3cccnc23)CC1	0%	0%	1.1	-6.0%	-17%	-11%	-2%	17%	1%
CCCNC(=S)Nc1ccc(S(N)(=O)=O)cc1	8%	-40%	1.1	-11%	-28%	-4.6%	-8%	14%	7%
O=c1c2oc3ccccc3c2[nH]c(=S)n1-c1ccccc1	13%	38%	1.1	-0.2%	-3%	-3.3%	-4%	22%	17%
CCCC(NC(=O)c1ccccc1)c1nc2ccccc2n1Cc1ccc(C(=O)OC)o1 (stereo not given)	16%	-12%	1	-15%	1%	4.1%	3%	9%	12%
Cc1cccc(OCc2n[nH]c(=S)n2C2CCCCC2)c1	16%	3%	1.1	-2.6%	-32%	-2.8%	1%	22%	13%
O=C(Nc1cccc2nsnc12)c1cccnc1	28%	5%	1.2	-3.1%	-28%	2.4%	-10%	-12%	37%
COc1ccc(NC(=O)c2cccc(NC(=O)c3ccccc3)c2)c(OC)c1	x	-41%[20 µM]	x	x	-26%	0.5%	-4%	18%	x
COc1ccc(NC(=O)N2CCN(C(=O)C3CCCO3)CC2)cc1 (stereo not given)	x	-10%	x	x	-28%	-2.2%	-11%	-4%	x

Additional entries:
SMILES	PMI inhibitors	KOR beta-arrestin-1	TNAP activation fold	XIAP antagonists	NOD1 NF-kB reporter	KOR beta-arrestin-2	LYP phosphatase	HEK293 NOD2/NF-kB	human PMI inhibitors
CN(C(=O)CC1C(=O)NCCN1Cc1ccc(F)c(F)c1)C1CCCCC1 (stereo not given)	x	-5%	x	x	-25%	4.2%	-5%	-2%	x
COc1ccccc1CNC(=O)COc1cc2c(c3oc(=O)cc(C)c13)CCC(C)(C)O2	x	-2%[20 µM]	x	x	-24%	-3.2%	-9%	11%	x
CC(=O)N(C)C1=C(O)c2ccccc2C(=O)C1=O	-8%	13%	1	-9.1%	9%	-3.5%	-7%	12%	20%
CCC(C)c1ccccc1NC(=O)c1cc(C)no1 (stereo not given)	x	-30%	x	x	-8%	-1.7%	-8%	-8%	x
CCCOc1ccc(/C=N/Nc2cc(N3CCOCC3)ncn2)c(O)c1	x	-55%[20 µM]	x	x	-23%	-2.5%	-8%	3%	x
CC(C)OC(=O)NC(c1ccccc1)C(Cl)(Cl)Cl (stereo not given)	14%	14%	1.2	-3.0%	3%	3.9%	-8%	29%	3%
COCc1c(C(=O)OC)nnn1-c1ccc(C(F)(F)F)cc1[N+](=O)[O-]	-1%	26%	1.1	-6.5%	-32%	-6.2%	-1%	6%	10%
Cc1nc(C)c(-c2ccnc(/N=C/NO)n2)s1	x	11%	x	x	-8%	4.0%	-5%	-29%	x
O=C(CSc1nnc2ccccn12)c1ccc(Cl)cc1	-10%	11%	1	2.6%	-35%	-0.5%	1%	5%	-12%
CC(=O)c1c(-c2ccc(Cl)cc2Cl)noc1C	x	-24%	x	x	-11%	4.8%	-6%	16%	x
Cc1ccc(S(=O)(=O)NC(C)C(c2cccs2)N2CCN(C)CC2)cc1 (stereo not given)	-6%	5%	1.1	-1.5%	-9%	11%	-3%	19%	-1%
COc1ccc(C(=O)Nc2ccccc2-c2ccccc2)cc1Cl	13%	5%	1.1	-9.4%	-4%	10%	-5%	11%	3%
COc1ccc(CN2C(=O)NC3(CCOc4ccccc43)C2=O)cc1F (stereo not given)	8%	8%	1	-4.5%	-10%	-5.4%	-6%	4%	-1%
Cc1c(NC(=O)c2cc(-n3cnnc3)ccc2Cl)cccc1-c1nc2ccccc2s1	8%	23%	1	-9.1%	-29%	-2.0%	-1%	-76%	3%
CCCOc1ccc(C2C(C(=O)c3cc4ccccc4o3)=C(O)C(=O)N2c2cc(C)on2)cc1OC (stereo not given)	x	-24%	x	x	-30%	-0.4%	2%	-15%	x
CCOC(=O)Cn1cc(Cl)cc(C(=O)Nc2ccccc2)c1=O	x	-3%	x	x	-6%	-3.4%	-1%	7%	x
O=C(CSc1nnc(SCc2ccc(Cl)cc2)s1)N/N=C/c1c(Cl)cccc1Cl	12%	-19%	1.1	1.1%	-11%	0.0%	-2%	-41%	3%
CCOc1ccc(N(CC(=O)Nc2ccccc2C(=O)N2CCCC2)S(C)(=O)=O)cc1	x	-1%	x	x	-21%	-0.5%	1%	-2%	x
Cc1ccc(NC(=O)CCCN2C(=S)NC(C)(C)CC2C)cc1 (stereo not given)	-8%	28%	1	-8.1%	-30%	-4.9%	-3%	-2%	-6%
CCCOc1ccc(CCN2CCC(=O)NC2=O)cc1C	11%	-28%	1.1	-2.1%	14%	0.8%	-4%	13%	6%
CCN(CC)C(=O)Cn1cc(SCC(=O)Nc2cc(C)on2)c2ccccc21	-3%	10%	1.2	-3.2%	-26%	-6.4%	0%	19%	0%
O=C(Cc1cccs1)N1CCN(S(=O)(=O)c2ccc(F)cc2)CC1	-13%	24%	1.2	-2.0%	-11%	-3.1%	-4%	23%	-4%
Cc1ccc(NC2=CC(=O)OC(C)C2)cc1 (stereo not given)	7%	-2%	1	-8.4%	16%	x	-6%	10%	1%
O=C1N(CCCl)c2ccc(Br)cc2C12OCCO2	x	-12%[20 µM]	x	x	41%	2.3%	-11%	13%	x
CCCCCCn1c(SCC(=O)c2c(N)n(C)c(=O)n(C)c2=O)nc2ccccc21	0%	1%	0.9	-9.5%	-15%	0.0%	1%	22%	-3%

Sorted by the number under PMI inhibitors (lowest first): some entries from above.
SMILES	PMI inhibitors	KOR beta-arrestin-1	TNAP activation fold	XIAP antagonists	NOD1 NF-kB reporter	KOR beta-arrestin-2	LYP phosphatase	HEK293 NOD2/NF-kB	human PMI inhibitors
O=C(CSc1nnc2ccccn12)c1ccc(Cl)cc1	-10%	11%	1	2.6%	-35%	-0.5%	1%	5%	-12%
CCCCCCn1c(SCC(=O)c2c(N)n(C)c(=O)n(C)c2=O)nc2ccccc21	0%	1%	0.9	-9.5%	-15%	0.0%	1%	22%	-3%
O=C(CSc1nnc(SCc2ccc(Cl)cc2)s1)N/N=C/c1c(Cl)cccc1Cl	12%	-19%	1.1	1.1%	-11%	0.0%	-2%	-41%	3%
CC(C)OC(=O)NC(c1ccccc1)C(Cl)(Cl)Cl (stereo not given)	14%	14%	1.2	-3.0%	3%	3.9%	-8%	29%	3%

Remaining list, next part:
SMILES	PMI inhibitors	KOR beta-arrestin-1	TNAP activation fold	XIAP antagonists	NOD1 NF-kB reporter	KOR beta-arrestin-2	LYP phosphatase	HEK293 NOD2/NF-kB	human PMI inhibitors
COc1ccc(-c2cn(Cc3ccc(C)cc3)nn2)cc1	x	-12%[20 µM]	x	x	23%	x	-4%	-79%	x
CCNC(=O)Oc1ccc(-c2csnn2)cc1	-1%	1%	1	-12%	-42%	0.9%	-2%	16%	-1%
O=C(Nc1cccc2ncccc12)c1ccccc1[N+](=O)[O-]	x	1%	x	x	-20%	-0.5%	-8%	8%	x
Cc1cc(CSc2ccccc2C(=O)O)on1	x	5%	x	x	-10%	-3.5%	-11%	-22%	x
O=C(COC(=O)c1ccc(S(=O)(=O)N2CCCC2)cc1)NCc1ccccc1	3%	4%	1.1	-1.3%	5%	8.9%	-9%	9%	8%
C=CCN(CC=C)CCOc1ccccc1	2%	-18%	1.1	-3.0%	-14%	2.4%	-6%	14%	7%
CC(C)SCCCOc1ccc(C(C)(C)C)cc1	-1%	28%	1.1	-3.1%	-9%	-4.2%	-1%	-3%	0%
C[C@H](NC(=O)Cc1cccc2ccccc12)C(=O)N1CCCN(C)CC1	-19%	-13%	1.2	-1.8%	-24%	-1.1%	-3%	10%	-2%
Cn1cccc1C(=O)NCC(c1ccc(F)cc1)N1CCOCC1 (stereo not given)	x	-32%	x	x	12%	6.0%	-10%	15%	x
Cc1ccc(-n2nc(CC#N)c(C#N)c2N)cc1	2%	-15%	1.2	-3.7%	-2%	-3.6%	-6%	-6%	2%
COc1cc(OC)cc(C(=O)NC(=S)Nc2cccnc2)c1	13%	20%	0.9	-4.3%	-54%	-3.6%	1%	1%	4%
O=C(NCCCCc1ccccc1)C12CN(Cc3ccccc3)CC1C(c1cccc([N+](=O)[O-])c1)=NO2 (stereo not given)	25%	21%	1.1	-3.9%	-10%	-2.2%	5%	2%	20%
Nc1nnnn1/N=C/c1cc(Cl)ccc1O	x	-10%	x	x	-6%	0.1%	-4%	-9%	x
COc1ccc(N2CCN(C(=O)c3oc4ccccc4c3NC(=O)Cc3cccc(OC)c3)CC2)cc1	x	-31%	x	x	-28%	-4.9%	-5%	13%	x
COc1ccc2c(Cl)c(C(=O)NN3CCN(C)CC3)sc2c1	11%	-22%[20 µM]	1.1	-2.5%	27%	2.4%	-1%	-35%	17%
CNC(=O)/C=C1\NC(C)(C)Cc2ccccc21	-9%	20%	1.1	-4.0%	-4%	1.2%	-4%	11%	-11%
CCc1ccccc1NC(=O)CCS(=O)(=O)c1ccc(OC)cc1	x	6%	x	x	-2%	-3.5%	-7%	8%	x
CC(C)c1nnc(NC(=O)C2CCN(c3nc4ccccc4s3)CC2)s1	-4%	-23%	1	-7.8%	7%	3.4%	0%	16%	-9%
c1ccc(NCc2nnc3n2CCCCC3)cc1	1%	6%	1.1	-2.6%	3%	-5.3%	-2%	7%	6%

Assay outcomes deposited in PubChem by Sanford-Burnham Center for Chemical Genomics.
